High-throughput results as filed in PubChem BioAssay.
IDE inh: human IDE inhibitors in live cells, primary screen, fluorescence polarization, HEK cells, FAbetaB substrate. Insulin-degrading enzyme (Homo sapiens), P14735. inhibition, % at 5.59 µM. FAbetaB cleavage. AID 434962, 2010. 0.41% of 320,000 active;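 active = percent inhibition above the average of all tested compounds plus 3 SD, set per screening campaign, cut at about 16% in these data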;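 note: IDE supplied by intact live HEK cells; FP after avidin binding of uncleaved biotin substrate so inhibition keeps polarization high; 0% = DMSO wells and 100% = 60 µM reference IDE inhibitor Ii1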
VIM-2 inh: VIM-2 metallo-beta-lactamase inhibitors, primary screen, biochemical, epi-absorbance readout, Pseudomonas aeruginosa enzyme | purified VIM-2, nitrocefin hydrolysis, epi-absorbance fluorescence | inhibition, % at 5.6 µM | 0.89% of 290,000 active | AID 1527, 2009;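 active = inhibition above the mean of all tested compounds plus 3 SD, cutoff set per screening run, cut at about 7.5% in these data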;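 note: red hydrolysis product quenches plate fluorescence so inhibitors raise well fluorescence; 0% = enzyme with DMSO and 100% = DMSO without enzyme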
SUMO HTRF inh: inhibitors of in vitro SUMOylation cascade, primary screen, biochemical, HTRF, uHTS. HTRF SUMOylation assay, SAE1/SAE2 + UBC9. SUMO-conjugating enzyme UBC9 (Homo sapiens), P63279. AID 2006, 2009. 0.36% of 290,000 active. inhibition, % at 35 µM; in the data active = inhibition above about 50%, passing the limit was not always enough; inconclusive = no clear call, values can overlap the other calls; note: strong numbers were not always called active
Target sequence (P63279 whole entry, looked up): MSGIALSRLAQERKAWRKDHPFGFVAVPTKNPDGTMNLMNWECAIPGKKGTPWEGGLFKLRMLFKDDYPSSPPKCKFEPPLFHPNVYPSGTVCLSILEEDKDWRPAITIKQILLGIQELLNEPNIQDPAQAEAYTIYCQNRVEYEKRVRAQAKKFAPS
IDE cell activ: human IDE activators in live cells, primary screen, fluorescence polarization, HEK cells, FAbeta-B substrate; FAbeta-B cleavage; 0% vehicle, 100% cell-free pure enzyme wells; activation, % at 5.96 µM; 0.073% of 340,000 active; AID 493087, 2011;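 active = activation above the mean of all tested compounds plus 3 SD, set per screening campaign, cut at about 17% in these data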
HCV NS3 hel inh: inhibitors of HCV NS3 helicase, primary screen, biochemical, Cy5 molecular beacon fluorescence; Hepatitis C virus NS3 helicase; NS3 helicase DNA unwinding; inhibition, % at 10.9 µM; 0.56% of 290,000 active;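 active = inhibition above the mean of all tested compounds plus 3 SD, set per campaign, cut at about 35% in these data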;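 note: 0% = DMSO wells and 100% = thioflavine S control wells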
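Material: hepatitis C virus NS3 helicase domain fragment enzyme; measured by: Cy5 fluorescence, 0 and 60 min reads; control set: DMSO and thioflavine S; incubation: 60 min unwinding reaction at 25 °C after ATP addition; read-out basis: % inhibition from 60/0 min fluorescence ratio, DMSO 0%, thioflavine S 100%; repeats: singlicate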
IMP-1 inhibitor: IMP-1 metallo-beta-lactamase inhibitors, primary screen, biochemical, epi-absorbance readout, Pseudomonas aeruginosa enzyme; metallo-beta-lactamase IMP-1 (Pseudomonas aeruginosa); purified IMP-1, nitrocefin hydrolysis, epi-absorbance fluorescence; inhibition, % at 5.6 µM; 0.45% of 290,000 active;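 active = inhibition above the mean plus 3 SD of all compounds in the same screening run, cut at about 4.5% in these data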;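 note: 0% = IMP-1 with DMSO and 100% = DMSO wells lacking enzyme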
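System: Purified recombinant IMP-1 metallo-beta-lactamase enzyme | Measured by: Fluorescence quenching readout, ex 480/em 530 nm | Replication: Singlicate | Incubation: 15 min preincubation plus 25 min reaction at 25 °C | Evaluation: Percent inhibition from optical density relative to buffer-blank wells | Benchmarks: DMSO with and without IMP-1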
FID counter: compounds displacing fluorescent DNA intercalator, primary screen, artefact control for HCV NS3 helicase inhibitor project, biochemical, FID fluorescence; DNA fluorescent intercalator displacement; inhibition, % at 7.9 µM; AID 1845, 2009; 0.17% of 290,000 active; in the data active = inhibition above about 37%;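 note: 0% = vehicle and 100% = reference compound; higher means more ethidium bromide displaced from hairpin DNA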
PfM18AAP inh: PfM18AAP inhibitors, malaria aminopeptidase, primary screen, biochemical, QFRET, recombinant enzyme; 1.2% of 290,000 active; inhibition, % at 7.35 µM; H-Glu-NHMec fluorogenic cleavage; AID 1822, 2009; M18 aspartyl aminopeptidase (Plasmodium falciparum 3D7);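 active = inhibition above the campaign mean inhibition over all tested compounds plus 3 SD, cut at about 28% in these data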;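 note: 0% = plate median of test compound wells and 100% = 2 mM ZnCl2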
p-CIP stab down: p/CIP-EGFP fusion destabilizers, primary screen, fluorescence, F442A cells; 16 h; Q05BA5; decrease of EGFP signal, % at 10 µM; 0.01% of 290,000 active;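 active = EGFP signal decrease of at least 30% at 10 µM or well 3 SD below plate mean, unless failing retest; inactive = the rest, including hits failing retest or dose response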; note: some compounds called inactive have numbers as strong as hits; many of its hits are not listed in these tables
* = called active by the depositor; ? = inconclusive; . = no result given.

Under each structure – IMP-1 inhibitor | PfM18AAP inh | p-CIP stab down | FID counter | HCV NS3 hel inh | IDE cell activ | IDE inh | SUMO HTRF inh | VIM-2 inh
CSC1=NSC2=NC(=O)/C(=C/c3coc4ccccc4c3=O)C(=N)N12
    0.3 | 5 | 2 | -4 | 13 | -68 | 72* | 11 | -0.2
CCOC(=O)c1sc(NC(=O)c2cccc(S(=O)(=O)N3CCc4ccccc43)c2)c(C#N)c1C
    -1.7 | 6 | -30 | -2 | 19 | -1 | 3 | 52 | -3.8
Clc1ccc(OCc2nc3ccccc3[nH]2)cc1
    -3.3 | 4 | 6 | -3 | 1 | -1 | 2 | 1 | -2.8
CCOC(=O)Nc1ccc2c(c1)N(C(=O)CN)c1ccccc1CC2
    -3.9 | -6 | -3 | -8 | -35 | 1 | 8 | -22 | -0.5
CC(=O)NCCNS(=O)(=O)c1ccc(C)c([N+](=O)[O-])c1
    -0.5 | -1 | -9 | 5 | -10 | 0 | 3 | 19 | -0.6
CCCc1cc(=O)[nH]c(SCC(=O)NC2CCCCC2)n1
    -1.7 | -2 | -6 | -2 | 11 | -7 | 6 | 9 | -4.0
O=C(Nc1nccs1)C1CCN(S(=O)(=O)c2cccnc2)CC1
    . | . | -7 | . | . | -3 | -3 | -9 | .
COC(=O)/C(=C\Nc1ccc(Cl)cc1Cl)NC(=O)c1ccc(Cl)cc1Cl
    -2.1 | 1 | -3 | -4 | -1 | 5 | -4 | 24 | 0.4
O=C(c1cc2ccccc2cc1OCC(O)CN1CCCCC1)N1CCCCC1 (stereo unspecified)
    -1.4 | -9 | -28 | 10 | -10 | 3 | . | 4 | -1.2
CCC(=O)c1ccc(OCC(=O)c2ccc3c(c2)NC(=O)CO3)cc1
    -1.2 | 0 | -3 | -6 | 11 | 2 | -4 | 6 | -2.6
COCc1cc(/C=N\NC(=O)COc2ccccc2)ccc1OC
    -2.5 | -12 | 5 | -19 | 7 | 1 | 5 | 10 | -2.9
Cc1cc(=O)oc2cc3c(cc12)OCCN3
    -1.3 | 2 | 0 | 0 | -1 | -3 | 0 | ? | 0.0
COc1ccc(S(=O)(=O)N2CCN(C)CC2)cn1
    -1.0 | -3 | 1 | 2 | -3 | 4 | 0 | -13 | -1.2
Cc1ccc(CN2CN(S(=O)(=O)c3cccs3)c3nc4ccccc4nc32)cc1
    0.5 | -14 | 0 | 3 | 0 | -1 | 1 | -1 | 0.9
COn1c(=O)c(-c2ccc(Cl)cc2)[n+]([O-])c2ccccc21
    -2.4 | 2 | -4 | -1 | -1 | 4 | 4 | 28 | -2.1
COc1cccc(-c2nc(N3CCC(C)CC3)c3ccccc3n2)c1O
    -2.1 | 5 | -6 | 1 | -1 | 1 | -3 | -8 | -1.8
Cc1ccc(CNC(=O)c2ccc(N3CCC4(CC3)CC(c3ccccc3)=NO4)c(NC(=O)c3ccco3)c2)cc1
    -4.2 | 0 | 2 | -26 | -13 | 4 | 2 | -6 | 0.9
Oc1ccccc1/C=N/Nc1cc(N2CCCC2)nc(N2CCCC2)n1
    -3.7 | 9 | -15 | -7 | -15 | 2 | -2 | 14 | -0.9
CCNCc1cc([N+](=O)[O-])ccc1OCC
    -1.6 | 7 | -8 | 5 | -2 | 3 | 0 | 8 | -1.0
O=C(c1ccccc1)N1CCN(CC2CC=CCC2)CC1 (stereo unspecified)
    -0.9 | 32* | -6 | 0 | -10 | -1 | 0 | -12 | -1.8

Arranged by SMILES length (high to low): eight of the compounds above.
Under each structure – IMP-1 inhibitor | PfM18AAP inh | p-CIP stab down | FID counter | HCV NS3 hel inh | IDE cell activ | IDE inh | SUMO HTRF inh | VIM-2 inh
Cc1ccc(CN2CN(S(=O)(=O)c3cccs3)c3nc4ccccc4nc32)cc1
    0.5 | -14 | 0 | 3 | 0 | -1 | 1 | -1 | 0.9
CC(=O)NCCNS(=O)(=O)c1ccc(C)c([N+](=O)[O-])c1
    -0.5 | -1 | -9 | 5 | -10 | 0 | 3 | 19 | -0.6
Oc1ccccc1/C=N/Nc1cc(N2CCCC2)nc(N2CCCC2)n1
    -3.7 | 9 | -15 | -7 | -15 | 2 | -2 | 14 | -0.9
O=C(Nc1nccs1)C1CCN(S(=O)(=O)c2cccnc2)CC1
    . | . | -7 | . | . | -3 | -3 | -9 | .
COCc1cc(/C=N\NC(=O)COc2ccccc2)ccc1OC
    -2.5 | -12 | 5 | -19 | 7 | 1 | 5 | 10 | -2.9
COc1ccc(S(=O)(=O)N2CCN(C)CC2)cn1
    -1.0 | -3 | 1 | 2 | -3 | 4 | 0 | -13 | -1.2
CCNCc1cc([N+](=O)[O-])ccc1OCC
    -1.6 | 7 | -8 | 5 | -2 | 3 | 0 | 8 | -1.0
Cc1cc(=O)oc2cc3c(cc12)OCCN3
    -1.3 | 2 | 0 | 0 | -1 | -3 | 0 | ? | 0.0

(list continues)
Under each structure – IMP-1 inhibitor | PfM18AAP inh | p-CIP stab down | FID counter | HCV NS3 hel inh | IDE cell activ | IDE inh | SUMO HTRF inh | VIM-2 inh
CCOC(=O)c1c(/N=C/c2ccc(C)cc2O)sc2c1CCC2
    2.5 | 7 | -1 | -3 | 6 | 6 | -1 | -10 | -0.3
Cc1cc(C)cc(OCC(=O)Nc2cccc(C(=O)O)c2)c1
    -2.6 | 10 | -14 | -13 | 0 | 0 | 6 | 13 | -1.3
COc1cccc(/C=N/NC(=O)COc2cccc3cccnc23)c1O
    -3.4 | 4 | -6 | -17 | -6 | 3 | -1 | 9 | -3.4
Cc1ccc(NC(=S)NN2CCN(C)CC2)c(C)c1
    -5.5 | 2 | -5 | -1 | -3 | 2 | 2 | 13 | -1.7
COCCn1c(N)c(N(Cc2ccccc2)C(=O)Cc2ccccc2F)c(=O)[nH]c1=O
    -2.0 | -13 | -9 | -5 | -4 | 0 | 7 | 13 | 3.5
Cc1ccc(OCC(=O)N(Cc2ccc(N(C)C)cc2)C2CCS(=O)(=O)C2)cc1 (stereo unspecified)
    -3.6 | 5 | 0 | -23 | 2 | 0 | -2 | 14 | -1.6
CCn1c(Sc2ccc([N+](=O)[O-])cn2)nnc1-c1ccco1
    -3.7 | -13 | -15 | 4 | 9 | -3 | -1 | 18 | -3.1
COc1ccccc1N(CN1CCCC1=O)C(=O)c1ccccc1F
    -3.2 | 3 | -4 | -4 | -2 | 0 | 2 | 9 | -2.2
Cc1ccc(C)c(-n2c(SCC(=O)Nc3nonc3C)nnc2-c2ccoc2C)c1
    -0.2 | 7 | -2 | -27 | 1 | 1 | -3 | -1 | -1.9
Cc1cccc(NC(=O)CCOc2ccccc2)c1C
    -2.1 | 4 | 6 | -8 | 5 | 2 | -6 | 7 | -2.9
CCOC(=O)C1CCCN(C(=S)Nc2ccc(F)cc2)C1 (stereo unspecified)
    -1.9 | -9 | -3 | -4 | -5 | 1 | 3 | 4 | -0.2
COc1cc(NC(=O)Cn2c(-c3cncs3)nc3ccccc32)cc(OC)c1OC
    -3.4 | 0 | -8 | -20 | 5 | -4 | 5 | 22 | 8.6*
Brc1c(OCCOCCn2cncn2)ccc2ccccc12
    -5.3 | -1 | 0 | -16 | -6 | -7 | 2 | 6 | -1.4
O=C(/C=C/c1ccccc1[N+](=O)[O-])Nc1ccc(S(=O)(=O)Nc2ncccn2)cc1
    -2.2 | 2 | 2 | -6 | 5 | -4 | -3 | 18 | -4.1
COCC1CCN(C(=O)c2cc(COc3ccc(F)cc3F)on2)C1 (stereo unspecified)
    -1.7 | -5 | 1 | -31 | 2 | 3 | -1 | 7 | 0.1
CCOC(=O)CC(N)c1cccc([N+](=O)[O-])c1 (stereo unspecified)
    -1.5 | -11 | 0 | 3 | 16 | 4 | -2 | 7 | 0.3
COc1ccc(NC(=O)C(Cc2cc(C)cc(C)c2)C(C)C(=O)O)cc1 (stereo unspecified)
    -1.7 | -1 | -9 | -17 | 0 | 1 | -5 | 9 | -1.3
Cc1cc(C(=O)Nc2ccon2)c(C)o1
    -2.5 | 5 | -4 | -1 | 1 | -5 | -2 | 5 | -3.3
O=C(O)c1cc(NC(=O)c2cccc(F)c2)cc(NC(=O)c2cccc(F)c2)c1
    -0.3 | -1 | -14 | -26 | 10 | -1 | 2 | -8 | 0.6
O=C(O)CCn1cc(/C=C2/NC(=S)N(c3ccccc3)C2=O)c(-c2ccccc2)n1
    -0.8 | 6 | -7 | -32 | 16 | 4 | 6 | 0 | -2.0

Following part
Under each structure – IMP-1 inhibitor | PfM18AAP inh | p-CIP stab down | FID counter | HCV NS3 hel inh | IDE cell activ | IDE inh | SUMO HTRF inh | VIM-2 inh
CS(=O)(=O)N(CC(=O)N1CCOCC1)c1cccc(Cl)c1Cl
    -0.2 | -1 | 4 | -8 | 5 | -2 | 3 | 5 | 0.9
O=C(Nc1ccccc1)Nc1nnc(Cc2ccc([N+](=O)[O-])cc2)s1
    -2.2 | 3 | -4 | 2 | -5 | 1 | 0 | 9 | -0.1
COc1cc(/C=N\n2nnnc2N)ccc1OCc1ccc(F)cc1
    -2.8 | -9 | -3 | 3 | 4 | -2 | 2 | 5 | -1.3
CCOC(=O)CSc1nc2cccnc2n1C
    -4.8 | 6 | 2 | -1 | -15 | 3 | 3 | 13 | -0.5
COc1cc(CCC(=O)Nc2c(C(=O)N3CCN(c4ccccc4)CC3)oc3ccccc23)on1
    -1.6 | -10 | -13 | -43 | -12 | 1 | 3 | 14 | 1.1
CCOC(=O)N1CCN(C(=O)CSc2nc3c(cnn3-c3ccccc3)c(=O)[nH]2)CC1
    -3.7 | 5 | -5 | -27 | -3 | 0 | -3 | 21 | 2.9
COCC(=O)N(CCN(C)C)Cc1cc2cc3c(cc2nc1Cl)OCO3
    -3.9 | 3 | -27 | 7 | -1 | 0 | -2 | -4 | -0.5
CCCN(C(=O)Cc1nc(N)n[nH]1)C1(C(=O)Nc2ccccc2C)CCCCC1
    -3.9 | -5 | 0 | -9 | 5 | 5 | 0 | -14 | -1.9
Cc1ccc2c(cnn2C(=O)CCC(=O)NCc2cccc(Br)c2)c1
    -4.9 | 0 | 14 | -6 | -5 | 5 | 2 | 1 | -5.5
COc1ccc(C2CCCN2C(=O)Nc2ccc(Cl)cc2)cc1OC (stereo unspecified)
    -3.3 | 1 | -9 | -19 | 6 | -10 | 9 | -8 | -7.1
